Screens deposited in PubChem BioAssay by National Center for Advancing Translational Sciences (NCATS).
PGK inhibitor – inhibitors of T. brucei phosphoglycerate kinase. P07378. PGK/GAPDH coupled, Kinase-Glo luminescence, 60 min. Potency, µM (highest dose often 57.5 µM), for the others: top-dose activity change, negative = inhibition, actives largely listed as inhibitors. 380,000 compounds, 0.043% hits. AID 602233; also: potency is read from the fitted curve at half-maximal effect; % is scaled to controls: 0 for no effect and ±100 for the full control effect; nearly all actives have a fitted effect of over 60% in size
Target sequence (P07378 whole entry, looked up): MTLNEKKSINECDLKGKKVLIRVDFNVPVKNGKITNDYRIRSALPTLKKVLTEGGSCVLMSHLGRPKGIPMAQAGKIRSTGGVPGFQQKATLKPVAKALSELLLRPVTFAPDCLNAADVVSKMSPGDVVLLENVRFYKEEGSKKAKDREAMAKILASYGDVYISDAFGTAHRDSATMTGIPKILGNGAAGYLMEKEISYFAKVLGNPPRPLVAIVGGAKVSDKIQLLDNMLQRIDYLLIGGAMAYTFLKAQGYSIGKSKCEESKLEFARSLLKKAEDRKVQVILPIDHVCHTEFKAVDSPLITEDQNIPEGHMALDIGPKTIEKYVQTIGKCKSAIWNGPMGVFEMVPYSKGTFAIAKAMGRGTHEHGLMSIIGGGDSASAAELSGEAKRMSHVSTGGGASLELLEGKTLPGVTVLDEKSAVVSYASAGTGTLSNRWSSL
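Luminescent ATP detection (Kinase-Glo Plus) follows a 60-minute room-temperature incubation, with wells lacking PGK as controls. Buffer: 100 mM TEA (pH 7.6), 5 mM MgCl2, 0.01% Tween-20. Coupling enzyme GAPDH (100 nM final) supplies unstable 1,3-BPG in-well.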
mIDH1 inhibitor – human IDH1 R132H inhibition. IDH1-R132H enzyme, NADPH consumption, diaphorase/resazurin fluorescence. Potency, µM (doses to about 76.6 µM), for inactives: at the top dose activity change, negative = inhibition, actives largely listed as inhibitors. 390,000 compounds, 0.093% hits. AID 602179; also: potency is read from the fitted curve at half-maximal effect; % is scaled to controls: 0 for no effect and ±100 for the full control effect; nearly all actives have a fitted effect of over 65% in size
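IDH1-R132H (0.5 ug/mL) preincubated 30 min with compound, then NADPH (0.016 mM) and alpha-KG (2 mM) added; 80 min at RT, pH 7.5. Remaining NADPH coupled via diaphorase/resazurin to fluorescence (540/590 nm); concentration-response curves normalized to no-enzyme control.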
HP1b binding inh – HP1-beta chromodomain-methylated histone interaction inhibition; P83916; AlphaScreen HP1-beta / biotin-H3K9me3 peptide binding; Potency, µM (top dose mostly 114 µM), inactives show at the highest dose activity change, negative = inhibition, actives largely listed as inhibitors; 390,000 compounds, 0.56% hits; AID 540317; also: potency is read from the fitted curve at half-maximal effect; nearly all actives have a fitted effect of over 70% in size; inactives centre near 23
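HP1-beta protein (50 nM final) preincubated 30 min at room temperature with biotinylated H3(1-18)K9me3 peptide (50 nM) in PBS pH 7.4, 0.01% Tween-20, then compound added for 30 min. AlphaScreen streptavidin donor/nickel chelate acceptor beads (10 ug/mL final), 30 min dark, luminescence read.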
TrxR1 inh – inhibitors of rat thioredoxin reductase 1 | Potency, µM (series often up to 114 µM), without a hit: top-dose activity change, negative = inhibition, most hits filed as inhibitors | recombinant rTrxR1, NADPH fluorescence consumption, selenite substrate | 390,000 compounds, 1% hits | O89049; also: potency is read from the fitted curve at half-maximal effect; % is scaled to controls: 0 for no effect and ±100 for the full control effect; nearly all actives have a fitted effect of over 65% in size
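Rat TrxR1 (90 nM in the dispensed reagent) was pre-reduced with 400 uM NADPH for 5 min at room temperature, then incubated with compound for 15 min. After 400 uM selenite was added, NADPH fluorescence (Ex 340/Em 450 nm) was followed for 8 min.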
TrxR1 substrate – rat thioredoxin reductase 1 substrate activity; AID 588456; purified TrxR1 substrate turnover, NADPH consumption readout; Potency, µM (top dose mostly 114 µM), for inactives: at the highest dose activity change, negative = substrate turnover; 390,000 compounds, 0.01% hits; O89049; also: potency is read from the fitted curve at half-maximal effect; % is scaled to controls: 0 for no effect and ±100 for the full control effect; nearly all actives have a fitted effect of over 50% in size
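Rat TrxR1, dispensed at 90 nM, was prereduced with 400 uM NADPH (final) for 5 min at ~22 deg C, then incubated with compound 15 min before 400 uM selenite. A first-read NADPH fluorescence drop versus no-compound background flagged substrates.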
GLS inh – glutaminase GLS (human) inhibition; GLS enzymatic activity, qHTS titration; Potency, µM (top dose mostly 45.5 µM), inactives show at the highest dose activity change, negative = inhibition, actives largely listed as inhibitors; 410,000 compounds, 0.21% hits; AID 624170; also: potency is read from the fitted curve at half-maximal effect; % is scaled to controls: 0 for no effect and ±100 for the full control effect
Target sequence (O94925 whole entry, looked up): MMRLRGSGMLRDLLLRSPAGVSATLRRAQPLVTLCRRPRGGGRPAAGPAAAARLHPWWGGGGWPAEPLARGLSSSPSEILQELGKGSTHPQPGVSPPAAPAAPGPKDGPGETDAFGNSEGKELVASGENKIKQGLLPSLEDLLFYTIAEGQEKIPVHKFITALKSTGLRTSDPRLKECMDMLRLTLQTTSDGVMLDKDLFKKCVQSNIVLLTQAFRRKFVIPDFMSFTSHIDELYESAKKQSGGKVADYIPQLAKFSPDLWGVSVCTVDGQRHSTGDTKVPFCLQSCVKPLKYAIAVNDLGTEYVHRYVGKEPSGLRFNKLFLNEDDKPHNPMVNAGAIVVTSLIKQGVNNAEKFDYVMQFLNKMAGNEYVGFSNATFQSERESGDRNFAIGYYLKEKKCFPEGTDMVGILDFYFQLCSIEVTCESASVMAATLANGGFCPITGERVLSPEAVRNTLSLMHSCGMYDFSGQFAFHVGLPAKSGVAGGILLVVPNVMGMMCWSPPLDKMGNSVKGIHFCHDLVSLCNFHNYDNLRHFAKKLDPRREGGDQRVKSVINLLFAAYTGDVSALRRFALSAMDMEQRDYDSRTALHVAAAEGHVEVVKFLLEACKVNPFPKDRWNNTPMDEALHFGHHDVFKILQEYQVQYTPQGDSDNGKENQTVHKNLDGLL
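Read-out is an Amplex red fluorescence increase coupled through glutamate oxidase and HRP, measured before and after 30 min room-temperature incubation. hKGA is in 45 mM KH2PO4 (pH 8.2) with 0.02% Tween-20; glutamine added as 1mM solution.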
Pin1 inhibitor – human Pin1 inhibition; Q13526; Pin1 FP peptide displacement, HiFluor488, 10 min; Potency, µM (series often up to 115 µM), for the others: top-dose activity, negative = inhibition, usual class: inhibitors; 390,000 compounds, 0.009% hits; AID 504891; active = well fitted inhibition curve with a large enough effect in the polarisation, with a control signal flat, not every such curve was filed as active; inconclusive = small, poorly fitted or top-dose-only effect, or effect the other way, or a change in a side signal; inactive = no such curve, though single readings can be large or run the other way; the % refers to the polarisation; also: potency is read from the fitted curve at half-maximal effect; % is scaled to controls: 0 for no effect and ±100 for the full control effect
USP1 inh – blocks the human USP1/UAF1 deubiquitinase complex. Potency, µM (series often up to 57.1 µM), for the others: at the highest dose activity change, negative = inhibition, hits mostly inhibitors. O94782. recombinant USP1/UAF1, Ub-Rhodamine cleavage fluorescence. 390,000 compounds, 0.23% hits; also: potency is read from the fitted curve at half-maximal effect; % is scaled to controls: 0 for no effect and ±100 for the full control effect; nearly all actives have a fitted effect of over 60% in size; inactives centre near -12
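USP1/UAF1 complex at 1 nM was preincubated with compound for 15 min at room temperature, then Ub-Rho substrate (150nM final) was added. Fluorescence (480/540 nm) was read kinetically, 6 reads every 60 seconds.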
PI4K2A inh – inhibitors of human PI4K2A; Q9BTU6; purified PI4K2A, ADP-Glo luminescence, 1 h; hits give low values; activity change, negative = inhibition, % at 76.9 µM; 420,000 compounds, 0.13% hits; AID 1346378; in the data active = activity change below about -50%; inconclusive = mostly about -30% to -49%;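 also: -100% = wells without enzyme as full effect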
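In this quantitative HTS, ADP production by PI4K2A was quantified luminescently after 1 h at ambient temperature; 100 microM adenosine served as plate-quality control.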
* = called active by the depositor; i = inactive; u = inconclusive; x = no result given; & = joins results of further samples; [ ] = dose if it differs, or a comment. Unless noted, calls follow the shape of the dose curve; as a rule, active = well fitted curve in the direction sought with a large enough effect; inconclusive = small, poorly fitted or top-dose-only effect, or another doubt; inactive = no such curve, though single readings can be large; an effect the other way counts as inactive or inconclusive. An excerpt (hit frequency here may not be typical).

Order of results – PGK inhibitor, mIDH1 inhibitor, HP1b binding inh, TrxR1 inh, TrxR1 substrate, GLS inh, Pin1 inhibitor, USP1 inh, PI4K2A inh
> COC(=O)NCC(c1cccnc1)N1CCN(c2ccccc2F)CC1 (stereo unspecified)
    2%, -9%, 39%[activator], u, -6%[57.1 µM], 1%, -3%, 2%, 1
> CCCn1c(NC(=O)c2ccccc2)nc2ccccc21
    0%, 14%, 78%[activator], -5%, -8%, 1%, 0%, -15%, 0
> COC(=O)C(CC(C)C)NC(=O)c1ccc([N+](=O)[O-])cc1 (stereo unspecified)
    4%, 0%, 63%[activator], u, -6%, 0%, -8%, -13%, 5
> O=C1CS/C(=C/C(=O)c2ccccc2)N1
    x, 8%, 13%, -9%, -11%, 11%, 45%[activator], -2%, -5
> N#C/C(=C\c1ccccc1[N+](=O)[O-])C(=O)NCc1ccccc1
    i, 3%, 14%, -7%, 0%, 3%, u, -17%, 16
> CCOc1ccc(C(=O)N2CCN(Cc3ccccc3)CC2)cc1OCC
    2%, -1%, 30%, -21%[57.1 µM], -4%[57.1 µM], 6%, -3%, -2%, 3
> O=C(COc1ccccc1)N1CCN=C1SCc1ccc(F)cc1
    -9%, 9%, 63%[activator], 19%, 13%, 1%, -8%, -5%, -10
> O=C(O)c1c(C(=O)O)c(-c2ccc(F)cc2)n2c1CCC2
    3%, -8%, u, -8%, -2%, 10%, -1%, -19%, 3
> CC1(C)CC(=O)C=C(Nc2ccccn2)C1
    -5%, 8%, 29%, u, -14%, 1%, -2%, -16%, 3
> COc1ccc(N2CCN(C(CNC(=O)C(=O)NCc3ccc4c(c3)OCO4)c3ccco3)CC2)cc1 (stereo unspecified)
    -5%, 12%, 46%[activator], 34%, 5%, -1%, -8%, -12%, -3
> O=S(=O)(c1ccc(-n2cnnn2)cc1)N1CCC(N2CCCCC2)CC1
    6%, 2%, 30%, 10%, 0%, 4%, 3%, -1%, -15
> CS(=O)(=O)Cc1ccc(C(=O)NNC(=O)c2cc(-c3ccccc3)n[nH]2)cc1
    0%, 1%, 37%, 14%, 10%, -5%, -3%, -25%, -3
> CCc1ccc(NCc2cc3ccc(OC)cc3n(CC(=O)Nc3ccc(F)cc3F)c2=O)cc1
    -1%, -5%, 35%, 31%, 8%, -1%, -2%, -26%, 6
> Cc1occc1C(=O)NNC(=O)C1CC1
    0%, -11%, 14%, 4%, 2%, 3%, 3%, -7%, -2
> O=C(Cc1cccc([N+](=O)[O-])c1)Nc1cccc(C(=O)N2CCCCC2)c1
    i, 3%, 29%, 16%, 5%, -6%, -4%, -8%, -3
> COc1ccc(CNC(=O)Nc2cccc3ccccc23)cc1
    0%, 10%, 19%, -2%, -5%, 16%, 20%, -2%, 12
> COc1ccc(/C=C/C(=O)Nc2nc3n(n2)C(c2ccccc2)C=C(c2ccccc2)N3)cc1 (stereo unspecified)
    i, 0%, 27%, 19%, 2%, -25%, 33%[activator], -16%, 5
> COc1cccc(S(=O)(=O)Nc2ccc(C(=O)N3CCN(C(=O)c4ccco4)CC3)cc2)c1
    0%, -4%, 7%, 10%, 2%, -4%, 7%, -15%, -3
> O=C(Nc1ccccc1Cl)c1ccc2ccccc2c1
    -4%, 5%, 44%[activator], 22%, 0%, -1%, -10%, 3%, 1
> CCOC(=O)c1sc2nc(N3CCOCC3)c3c(c2c1N)CC(C(C)C)OC3 (stereo unspecified)
    1%, -12%, 26%, 5%, 7%, -7%, 0%, -11%, -1
> Cc1csc(=S)n1-c1ccccc1
    -9%, 1%, 7%, -2%, -6%, 1%, -2%, -14%, 5
> COc1cccc2c(=O)n(CC(=O)N3CCN(c4ccccc4)CC3)ccc12
    -3%, 3%, 28%, 22%, 5%[57.1 µM], 9%, 4%, -12%, -5
> Cc1cc(/C=N/NC(=O)Cn2c3ccccc3c(=O)c3ccccc32)c(C)n1-c1ccccc1
    -8%, 2%, 5%, 0%[57.1 µM], 54%, -10%, 31%[activator], -21%, -1
> c1ccc(Nc2nc3ccccc3o2)cc1
    -11%, 7%, 21%, 6%, 5%, 8%, -2%, -17%, -4
> Cc1cccc[n+]1CC(=O)Nc1cccc([N+](=O)[O-])c1
    7%, -11%, 22%, 2%, -5%, 1%, -2%, -1%, 2
> O=C(CSc1nnc(CNC(=O)c2c(F)cccc2Cl)o1)NCc1ccc2c(c1)OCO2
    i, -8%, 30%, -1%, -10%, 6%, 5%, -5%, -5
> COc1cccc(C(=O)Nc2ccc3nc(N4CCC(C)CC4)cc(C)c3c2)c1
    i, -3%, 20%, 8%, -6%, 12%, 14%, -19%, 5
> Cc1cccn2cc(-c3ccc(Cl)cc3)nc12
    -5%, 4%, 29%, 4%, 12%, 4%, 0%, -12%, -3
> O=C1CC(NCc2ccc3c(c2)OCO3)C(=O)N1CCc1ccccc1 (stereo unspecified)
    x, -4%, 13%, 10%, 8%, -9%, -3%, -7%, 9
> C/C(=N\NC(=O)CNC(=O)C1COc2ccccc2O1)c1ccco1 (stereo unspecified)
    -5%, 0%, 10%, 0%, -1%, -5%, 4%, -20%, -1
> CCCN1CCC(N2CCN(c3ccc([N+](=O)[O-])cc3)CC2)CC1
    -2%, 14%, u, -26%, -8%, -3%, -3%, -25%, -6
> O=C1[C@@H]2[C@@H](CN3CN(c4ccccc4)N=C(c4ccccc4)[C@@]23c2ccccc2)C(=O)N1c1ccccc1
    10%, 5%, u, 91%[activator], 283%[activator], 1%, 14%, -8%, -4
> C=CC[C@@H](CC(=O)N[C@@H](CO)Cc1ccccc1)C(=O)N[C@@H](COC(=O)[C@@H](CC=C)Cc1ccc(F)cc1)Cc1c[nH]c2ccccc12
    -4%, 12%, 42%[activator], 16%, 2%, 0%, 1%, u, -4
> Cn1c(N2CCN(C(=O)NC34CC5CC(CC(C5)C3)C4)CC2)nc2ccccc21
    i, 3%, 16%, 0%, -2%, -1%, -8%, -20%, -3
> Cc1c(C(=O)NCCN2C(=O)S/C(=C\c3cccnc3)C2=O)cccc1[N+](=O)[O-]
    i, -6%, 16%[57 µM], -2%, -14%, 7%, 4%, -17%, 0
> O=C1CC(c2ccco2)CC(O)=C1C=NCCN1CCN(C(=S)Nc2ccccc2)CC1 (stereo unspecified)
    -10%, 2%, 10%, 2%[57.1 µM], 11%[57.1 µM], -9%, -6%, 0%, -3
> O=C(O)c1ccc(Sc2nnnn2-c2ccccc2)c([N+](=O)[O-])c1
    -8%, 2%, 50%[activator], u, -2%, 17%, -7%, -12%, 7
> CN1CCN(NC(=O)CN2C(=O)/C(=C/c3c(Cl)cccc3Cl)SC2=S)CC1
    4%, -4%, 20%, 4%, 2%, 3%, 22%, -12%, 5
> CCc1ccc(/C=c2\s/c(=C\C(=O)C(C)(C)C)[nH]c2=O)cc1
    -2%, -2%, 30%[activator], 13%[57.1 µM], -7%[57.1 µM], -13%, 0%, -20%, 2
> O=C(NCc1ccccc1)C(c1ccccc1)N(C(=O)c1csnn1)c1ccc(F)cc1 (stereo unspecified)
    -4%, -11%, 2%, 17%[57.1 µM], 7%[57.1 µM], 2%, -2%, -17%, -1
> COc1cc(OC)c(NC(=O)c2nn(C)c3c2COc2ccccc2-3)cc1Cl
    -6%, 14%, 146%[activator], 16µM*, 6%, 6%, 10%, 24%, 6
> Cn1nnnc1SCC(=O)Nc1ncc(Cl)cc1Cl
    2%, -2%, 26%, 13%, 1%, 0%, 10%, -24%, 1
> O=c1cc2c(nn1Cc1ccc(Cl)cc1Cl)-c1ccccc1CC2
    -9%, -2%, 60%, 1%, -5%, 4%, u, -5%, 6
> CN(C)C1=NC[C@H](Cc2ccccc2)N1CCC1CCCC1
    i, -2%, 34%, 1%, -1%, -4%, -7%, -25%, -1
> COC(=O)C(C)Sc1nc2c([nH]c3ccccc32)c(=O)n1-c1ccc(OC)cc1 (stereo unspecified)
    i, -14%, 7%[57 µM], 12%[57.1 µM], -4%[57.1 µM], -12%, -5%, -11%, 7
> CC(C)Cc1nnc(NC(=O)CCC(=O)NC2CCCC2)s1
    1%, -3%, 10%, 12%, 2%, 0%, -1%, -15%, -1
> Cc1ccc(Nc2nnc(SCC(=O)NC3CCS(=O)(=O)C3)s2)c(C)c1 (stereo unspecified)
    i, 10%, 25%, 2%[57.1 µM], -10%, -14%, -6%, -14%, 0
> COC(=O)c1cc(C(=O)N2CCN(C(=O)c3ccco3)CC2)cc([N+](=O)[O-])c1
    -8%, 4%, 29%, -17%, -14%, -3%, -10%, -12%, -2
> Cc1ccc(-c2nc(Cn3c(SCc4ccc(F)cc4)nc4cccnc43)c(C)o2)cc1
    8%, 10%, 14%, 17%, 9%, -8%, 54%[activator], -8%, 1
> COc1ccc(OCc2nnc(SCC(=O)Nc3ccccc3F)o2)cc1
    -4%, -4%, -13%, 25%, 7%, 10%, 4%, -17%, 1
> O=C1/C(=C\c2ccc3ccccc3c2)CCCc2ccccc21
    -4%, 3%, 76%[activator], 16%[57.1 µM], 8%[57.1 µM], -3%, -10%, -26%, 2
> Cn1nnnc1Sc1ncnc2scc(-c3cccc(F)c3)c12
    -2%, x, 86%[activator], -10%[57.1 µM], -6%[57.1 µM], 3%, -1%&3%, x, 1
> O=C1NC2(CCSC2)C(=O)N1CC(=O)N(Cc1ccccc1)C1CCS(=O)(=O)C1 (stereo unspecified)
    0%, 5%, 21%, 13%, 1%, -5%, -4%, -20%, -2
